TbREL1 primary: TbREL1 RNA ligase inhibitors, primary screen, biochemical, FRET fluorescence; inhibition, % at 9.66 µM; TbREL1 RNA ligation; RNA-editing ligase 1, mitochondrial (Trypanosoma brucei brucei), P86926; 89,000 compounds, 0.49% hits;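 active means inhibition above the mean inhibition across all screened compounds plus 3 SD, cut at about 11% in these data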;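 further: 0% = plate median of test wells and 100% = NSC42067 control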
Target sequence (P86926 whole entry, looked up): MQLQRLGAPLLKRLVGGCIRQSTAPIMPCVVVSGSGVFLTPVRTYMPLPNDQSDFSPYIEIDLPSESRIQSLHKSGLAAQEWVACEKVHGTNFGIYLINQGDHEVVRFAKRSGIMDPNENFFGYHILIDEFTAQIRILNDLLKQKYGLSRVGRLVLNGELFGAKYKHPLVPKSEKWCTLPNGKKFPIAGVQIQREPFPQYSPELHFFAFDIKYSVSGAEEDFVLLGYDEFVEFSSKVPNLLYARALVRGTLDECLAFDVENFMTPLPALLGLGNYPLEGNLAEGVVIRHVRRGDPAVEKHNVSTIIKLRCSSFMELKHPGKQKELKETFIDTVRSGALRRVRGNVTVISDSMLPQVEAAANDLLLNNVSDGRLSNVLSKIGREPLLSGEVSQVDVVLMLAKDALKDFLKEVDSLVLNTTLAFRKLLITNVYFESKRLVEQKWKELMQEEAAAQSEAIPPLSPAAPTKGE
Numbers without * were called inactive. An excerpt. The share of hits here may be higher or lower than overall.

The opening 4 records, to show the layout:
SMILES	TbREL1 primary
O=C(c1cnn(-c2ccccc2)c1)c1cc(Br)ccc1O	0
COC(=O)C1=NNCC12CC(=O)N(c1ccc(Br)cc1)C2=O (stereo not given)	-2
Cc1onc(-c2c(F)cccc2Cl)c1C(=O)Nc1cccc(Cn2cccn2)c1	-1
Cc1c(Cl)cccc1NC(=O)CNC(=O)C1CC(=O)N(CCc2ccccc2)C1 (stereo not given)	-2

This part in full, from the first entry:
SMILES	TbREL1 primary
O=C(c1cnn(-c2ccccc2)c1)c1cc(Br)ccc1O	0
COC(=O)C1=NNCC12CC(=O)N(c1ccc(Br)cc1)C2=O (stereo not given)	-2
Cc1onc(-c2c(F)cccc2Cl)c1C(=O)Nc1cccc(Cn2cccn2)c1	-1
Cc1c(Cl)cccc1NC(=O)CNC(=O)C1CC(=O)N(CCc2ccccc2)C1 (stereo not given)	-2
CCOc1ccccc1-c1nc2c([nH]1)c(=O)n(C)c(=O)n2C	-2
COc1ccc(COC(=O)N/N=C(\C)CC(=O)NCc2ccc(Cl)cc2)cc1	2
Cc1ccc(C)c(OCC(=O)NCCN(C)C)c1	2
CC(C)(c1ccccc1)c1ccc(OCC(O)CN2CCCC2)cc1 (stereo not given)	3
Cn1c(N)c(C(=O)COC(=O)c2cncc(Br)c2)c(=O)n(C)c1=O	-1
CC(=O)c1ccc(NC(=O)COC(=O)c2ccc(F)cc2F)cc1	3
Cn1c(Cl)c(/C=N/OC(=O)c2ccc(Cl)cc2)c2ccccc21	4
Nc1nc(NCc2ccccc2)nc(NCCO)c1[N+](=O)[O-]	1
CCc1ccc2c(CSc3nnnn3C)cc(=O)oc2c1	-6
Cc1cccnc1NC(=O)C12CCC(C)(C(=O)O1)C2(C)C (stereo not given)	2
COc1ccccc1C(=O)NCCC(=O)NC(C)c1ccc(-n2ccnc2)cc1 (stereo not given)	-1
O=C1CCC(C(=O)N2CCCCO2)CN1CCc1ccc(Cl)cc1 (stereo not given)	2
Cc1ccc(NC(=O)Nc2cc(S(C)(=O)=O)ccc2Cl)cc1	0
O=S(=O)(Nc1cccc(Oc2cnccn2)c1)c1ccc(F)cc1	-2
CS(=O)(=O)Cc1ccc(C(=O)NC2CCCc3ccccc32)cc1 (stereo not given)	1
CCCCNC(=S)N/N=C1\C(=O)c2cccc3cccc1c23	-2
COCCOC(=O)c1c(NC(=O)CN2CCCc3ccccc32)sc(C(N)=O)c1C	-3
O=C1CC(c2ccccc2)n2nc(N3C(=O)CCC3=O)nc2N1 (stereo not given)	2
O=C(O)C1CC(O)CN1C(=O)c1ccco1 (stereo not given)	2
C/C(Cl)=C\Cn1c(N2CCCCCC2)nc2c1c(=O)n(C)c(=O)n2C	-8
CCCCn1c(SCC(=O)NCCc2ccc(OC)c(OC)c2)nc2c1c(=O)n(C)c(=O)n2C	4
CCOc1ccc(S(=O)(=O)N2CCN(C3CC(=O)N(c4cccc(C(C)=O)c4)C3=O)CC2)cc1 (stereo not given)	-3
CCOc1cc(-c2c(C)c(CC)nc(N)c2C#N)ccc1O	-2
COC(=O)c1cc(-c2cccc3ccccc23)c(=O)n2c1CCC2	-1
COc1ccc(C(=O)Nc2ccc(OC)c(OC)c2)cc1	1
Cc1cccc(C(=O)Nc2cccc(C(=O)NC3CCCC3)c2)c1	0

(cont.)
SMILES	TbREL1 primary
CSC1=NCCN1CCOc1ccccc1	-3
CCCCn1nnnc1C(c1ccccc1)N1CCN(c2ncccn2)CC1 (stereo not given)	-1
O=C(NCCc1ccccc1)c1ncn[nH]1	6
Cc1ccc(NC(=O)C2CCN(S(=O)(=O)c3cccc(C(F)(F)F)c3)CC2)nc1	0
CC(=O)N(CN1C(=O)c2ccccc2C1=O)c1ccc2c(c1)oc1ccccc12	-2
COCCNC(=O)c1onc(CSc2ccccc2C)c1C(=O)O	2
CCCC(C(=O)Nc1nccs1)c1ccccc1 (stereo not given)	-6
O=C(c1oc(=O)c2ccccc2c1-c1ccccc1)N1CCOCC1	1
O=C(Cc1ccccc1)Nc1ccccc1Sc1ccccc1	2
O=C(NCCCN1CCCC1=O)Nc1ccc(Cl)cc1	7
COc1ccc(NC(=O)CSc2nnc(NC(=O)c3ccco3)s2)cc1	6
COc1cccc(S(=O)(=O)Nc2ccc(C(=O)N3CCN(C(=O)c4ccco4)CC3)cc2)c1	-2
Cc1c(C(=O)NCc2ccc(C(F)(F)F)cc2)sc(=O)n1Cc1ccc(S(=O)(=O)N(C)C)cc1	-2
COc1ccc(-c2cc3nc(NCc4ccc(NC(C)=O)cc4)n(C)c(=O)c3s2)cc1OC	-1
COc1ccc(OCc2nnc(SCC(=O)N(C)Cc3ccccc3)n2N)cc1	2
CC1CCCN(c2sc(S(C)(=O)=O)nc2S(=O)(=O)c2ccc(Cl)cc2)C1 (stereo not given)	0
COc1ccc(C(=O)NCc2nnc(SCC(=O)N3CCCCC3)o2)cc1OC	1
CC(C)c1ccc(S(=O)(=O)N2CCN(C(=O)n3ccnc3)CC2)cc1	1
O=C(Cn1ccc2ccccc2c1=O)NCCC(=O)N1CCN(C2CCCCC2)CC1	3
Cc1cnc(NC(=O)CSc2nnc(C)n2N)s1	4
Clc1ccc(CSc2nnnn2-c2ccc3c(c2)OCO3)c(Cl)c1	2
Cc1cccc(C(=O)Oc2ccc(/C=N/NC(=O)Cc3ccc([N+](=O)[O-])cc3)cc2)c1	-3
Cc1ccc(C(=O)N2CCN(c3ccc(NC(=S)NC(=O)Cc4ccccc4)cc3)CC2)cc1	1
CN1C[C@@H]2[C@@H]3C(=O)N(Cc4ccccc4)C(=O)[C@@H]3[C@](Cc3ccccc3)(C1=O)N2C(=O)c1ccc(C(C)(C)C)cc1	-2
CCOc1ccc(NC(=O)n2ncc3c(C)cccc32)cc1	-1
O=[N+]([O-])c1ccc(N2CCN(Cc3ccccc3)CC2)c(S(=O)(=O)N2CCOCC2)c1	-2
O=C(c1cc(F)cc(F)c1)N1CCCC(c2nc(-c3cccs3)no2)C1 (stereo not given)	-4
Cc1ccc(-n2ncc3c2CC(C)(C)CC3NC(=O)C2CCOCC2)cc1 (stereo not given)	0
CCCCOC(=O)CSc1nc2c(c(=O)[nH]c(=O)n2C)n1C/C=C(\C)Cl	-2
c1ccc(C[C@H]2CN=C(Nc3ccccc3)N2CC2CCCCC2)cc1	3

Remaining list, next part
SMILES	TbREL1 primary
CCC(Oc1ccc(C)cc1)C(=O)Nc1ccc(S(=O)(=O)Nc2nccs2)cc1 (stereo not given)	-6
COc1ccccc1Oc1ccnc2cc(Cl)ccc12	0
COc1ccc(C(=O)N/C(=C\c2cccc3ccccc23)C(=O)N2CCN(C)CC2)cc1	-2
Cc1ccc2nc(NC(=O)CSCC(=O)OCC(=O)c3ccccc3)sc2c1	6
Cc1ccc(C)c2[nH]c(=O)c(CCNC(=O)CC(C)C)cc12	2
COC(=O)CCN(C)CCC(=O)OC	7
NC(=S)NNC(=O)/C(=C/c1ccc(Br)cc1)NC(=O)c1ccccc1	-5
COc1cc(NC(=O)c2nccnc2C(=O)O)cc(OC)c1	0
Cc1ccc(C(=O)N/N=C/c2sc(=O)n(Cc3cccc(C(=O)O)c3)c2Cl)cc1	0
COc1ccccc1/C=C/C=N/NC(=O)c1ccco1	4
Cc1ccc(S(=O)(=O)N2CCCC(C(=O)NCc3ccco3)C2)cc1 (stereo not given)	-2
CCCCn1c(N)c(N(CCOC)C(=O)c2cc(S(=O)(=O)N3CCOCC3)ccc2Cl)c(=O)[nH]c1=O	-1
Cc1ccc(C2SCC(C(=O)O)N2C(=O)c2ccc(F)cc2)cc1 (stereo not given)	5
O=C(COc1ccccc1)Nc1nc(-c2cccs2)cs1	5
O=C(NCCCCNC(=O)C1CCCC1)C1CCCC1	5
FC(F)(F)c1nc2ccccc2nc1N/N=C/c1ccc(Cl)cc1	-3
Nc1nc(Br)c2c(F)cccc2c1-c1ccccc1	7
COc1cc(C)c(C(N)=O)c(OC)n1	1
CCc1ccc(N(CC(=O)NCc2cccnc2)S(=O)(=O)c2ccccc2)cc1	-2
Cc1nnc(SCCCn2c(N3CCCCC3)nc3c2c(=O)[nH]c(=O)n3C)s1	0
O=C(COC(=O)c1cccc(S(=O)(=O)N2CCCC2)c1)Nc1ccc(Cl)cc1	0
O=C(Nc1ccccc1Cc1ccccc1)c1ccccc1NS(=O)(=O)c1ccc(Cl)s1	-1
O=C(Oc1coc(CSc2ncccn2)cc1=O)c1ccc(Br)o1	-1
CCOc1ccc(NC(=O)c2c(OC)cccc2OC)cc1	1
O=C(NC1CCN(C(=O)NCc2ccccc2)CC1)c1cccc(F)c1	3
Cn1cnnc1SCC(=O)NCCc1ccc(Cl)cc1Cl	1
COc1cccc(NC(=O)CN(C)C(=O)c2cc(CN3C(=O)c4ccccc4C3=O)ccc2OC)c1	3
Cc1nnc(SC(C)C(=O)Nc2nccs2)s1 (stereo not given)	-3
Cc1ccc(Cc2c(C)nc3nc(SCC(=O)NCCCN4CCOCC4)nn3c2C)cc1	3
CCn1c(CC(=O)Nc2ccccc2F)nnc1SCC(=O)NC1CCCC1	0

The list goes on:
SMILES	TbREL1 primary
CC(c1ccccc1)C1C(C#N)=C(N)OC2=C1C(=O)CCC2 (stereo not given)	-1
CCSc1nc2ccccc2c(=O)n1OCC(=O)OC	-1
Cc1nnc(SCCCOc2ccccc2)nc1C	-2
O=C(COC(=O)c1ccccc1NCc1ccco1)Nc1ccc2c(c1)OCO2	-2
Cc1cccc(S(=O)(=O)c2c(N)n(/N=C/c3cccnc3)c3nc4ccccc4nc23)c1	7
O=C(Nc1cccc2ccccc12)c1csc([C@@H]2C[C@H](O)[C@@H](CO)O2)n1	1
Cc1cccc(N2CCN(CC(O)COc3ccc4ccccc4c3)CC2)c1 (stereo not given)	1
CCOc1c(CNc2nnnn2C)cccc1OC	-3
Cc1cc(C(=O)CN2C(=O)C(=O)N(CC(C)C)C2=O)c(C)n1C1CC1	-8
CCN(CC(=O)Nc1ccc(NC(C)=O)cc1)C(=O)/C=C/c1cn(Cc2ccccc2)nc1-c1cccnc1	-4
Cc1cccc(/C=N/NC(=O)CNc2cccc3ccccc23)n1	-2
Cc1nn(C)c(Cl)c1/C=N/OC(=O)c1ccccc1	8
O=C1CC(c2cccc(Cl)c2)Cc2nc(N3CCN(c4ccccc4)CC3)ncc21 (stereo not given)	7
Cc1nn(-c2ccccc2)c(C)c1C(=O)OCC(=O)Nc1ccc(C(N)=O)cc1	-1
CCOc1cc(C(=S)N2CCOCC2)ccc1OC(=O)/C=C/c1ccc(OC)c(OC)c1	3
Cc1nc2cc(C(=O)OCC(=O)N(CC(C)C)C3CCS(=O)(=O)C3)ccc2n1-c1ccccc1 (stereo not given)	1
C=C(C)CNc1cc(S(=O)(=O)N2CCOCC2)ccc1Oc1ccccc1	-4
C[C@@H](C(=O)Nc1ccc2c(c1)OCCO2)n1c(=O)[nH]c2ccccc2c1=O	3
Cc1ccc(Nc2nnc(SCC(=O)NC3CCS(=O)(=O)C3)s2)c(C)c1 (stereo not given)	-3
Cc1cccc(C)c1NC(=O)c1cccc2c1-c1ccccc1C2=O	1
Cc1cc(C(=O)CSc2nc3ccc(Cl)cc3[nH]2)c(C)n1C	-4
CCCNC(=O)C(Cc1ccccc1)NS(=O)(=O)c1ccc2c(c1)c(=O)n(C)c(=O)n2C (stereo not given)	2
CCOC(=O)C1=C(C)N(CCCC(=O)O)C(=O)NC1c1ccc2ccccc2c1 (stereo not given)	8
CCn1c(CSc2nncn2-c2ccc(OC)cc2)nc2cc(S(=O)(=O)N(C)C)ccc21	6
Cc1ccccc1S(=O)(=O)Cc1ccc(C(=O)NCc2cccnc2)o1	1
CCCOc1ccc(NC(=O)C2CC(=O)N3CCCN=C3S2)cc1 (stereo not given)	3
CCCOc1cc(C)c(S(=O)(=O)NCCOC)cc1C	-1
COc1ccc(C(=O)/C=C/c2cn(CC(O)CN3CCN(C)CC3)c3ccccc23)cc1OC (stereo not given)	-1
CCCCc1c(O)nc(SCC(=O)Nc2ccc(OC)cc2)n(-c2ccc(C)c(C)c2)c1=O	-5
CCN(CC)c1ccc(C(=O)NNC(=O)CN2C(=O)NC(C)(c3ccccc3)C2=O)cc1 (stereo not given)	-6

Brought forward from above: 2 compounds; new compounds follow.
SMILES	TbREL1 primary
CCCCc1c(O)nc(SCC(=O)Nc2ccc(OC)cc2)n(-c2ccc(C)c(C)c2)c1=O	-5
CCN(CC)c1ccc(C(=O)NNC(=O)CN2C(=O)NC(C)(c3ccccc3)C2=O)cc1 (stereo not given)	-6
O=C(c1ccccc1)C1CN(c2ccccc2)CC1c1ccc(Cl)cc1 (stereo not given)	-2
O=C(CCC(=O)N1CCN(c2ccc(F)cc2)CC1)c1ccc(Cl)cc1	-2
COc1ccc(OCC(=O)NC2CCCCCCC2)cc1	-5
CCOc1ccc2nc(SCC(=O)N(CC(C)C)c3c(N)n(CC(C)C)c(=O)[nH]c3=O)[nH]c2c1	-5
COc1ccc(S(=O)(=O)N2CCN(C(=O)c3ccc(COc4ccccc4)o3)CC2)cc1	-3
Cc1ccccc1NC(=O)CSc1nnc(-c2ccoc2C)n1CCc1ccccc1	-1
Cc1ccc(OCc2nnc(SC/C=C/c3ccccc3)n2Cc2ccco2)cc1	0
COC(=O)c1ccc(Nc2nc(C)cc(=O)[nH]2)cc1	3
CCCCn1c(N)c(N(CC(C)C)C(=O)C2CCN(C(=O)c3ccc(F)cc3)CC2)c(=O)[nH]c1=O	4
O=C(Cc1ccc(S(=O)(=O)N2CCCCC2)s1)Nc1ccc(F)cc1F	0
CCOc1ccc(CCNC(=O)c2nnn(CC(=O)Nc3ccccc3C)c2N)cc1OCC	-3
CCOc1ccc2oc(C(=O)OC(C(=O)NC(N)=O)C(C)C)c(C)c2c1 (stereo not given)	-2
